Bioassay records as filed in PubChem.
MITF primary: inhibitors of human MITF | inhibition, % at 2.6 µM | AlphaScreen MITF homodimerization, bead proximity signal | O75030 | AID 1259374 | 650,000 tested, 0.91% active; in the data active = inhibition above about 50%;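 note: 0% = vehicle wells with protein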
Target sequence (O75030 whole entry, looked up): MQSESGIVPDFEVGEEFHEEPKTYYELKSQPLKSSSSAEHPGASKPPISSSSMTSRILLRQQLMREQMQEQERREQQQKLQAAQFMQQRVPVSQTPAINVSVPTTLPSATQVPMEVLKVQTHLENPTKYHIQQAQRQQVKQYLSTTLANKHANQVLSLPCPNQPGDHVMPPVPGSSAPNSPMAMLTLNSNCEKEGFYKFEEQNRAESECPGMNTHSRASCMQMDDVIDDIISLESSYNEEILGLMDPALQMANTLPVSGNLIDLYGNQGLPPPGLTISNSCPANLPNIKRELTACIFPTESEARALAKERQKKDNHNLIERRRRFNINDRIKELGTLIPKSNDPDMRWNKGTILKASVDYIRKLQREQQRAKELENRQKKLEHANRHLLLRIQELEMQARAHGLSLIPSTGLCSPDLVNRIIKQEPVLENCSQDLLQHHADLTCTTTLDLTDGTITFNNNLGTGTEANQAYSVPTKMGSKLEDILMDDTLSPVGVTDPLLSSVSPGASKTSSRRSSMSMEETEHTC
TEAD-YAP inh: TEAD-YAP interaction inhibition; HEK-TIYL cells, TEAD-Gal4/YAP UAS-luciferase luminescence; inhibition, % at 9.12 µM; 640,000 tested, 1.4% active; AID 1259422; in the data active = inhibition above about 32%;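 note: 0% = median of test compound wells and 100% = reference inhibitor wells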
FBW7 act: human FBW7 E3 ligase activation, primary screen. Q969H0. AlphaScreen FBW7–phospho-cyclin E peptide binding, activator screen. normalized activity (activation), % at 26.1 µM. 650,000 tested, 0.13% active; in the data active = normalized activity above about 1.9%;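 note: purified mutant Fbw7 with reduced substrate affinity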
GPR151 activ: human GPR151 activation; Q8TDV0; AID 1508602; activation, % at 11.2 µM; PathHunter beta-arrestin GPR151 cells, luminescence; 650,000 tested, 1% active; in the data active = activation above about 4.9%;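 note: 0% = median of compound wells and 100% = cells with positive control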
Target sequence (Q8TDV0 whole entry, looked up): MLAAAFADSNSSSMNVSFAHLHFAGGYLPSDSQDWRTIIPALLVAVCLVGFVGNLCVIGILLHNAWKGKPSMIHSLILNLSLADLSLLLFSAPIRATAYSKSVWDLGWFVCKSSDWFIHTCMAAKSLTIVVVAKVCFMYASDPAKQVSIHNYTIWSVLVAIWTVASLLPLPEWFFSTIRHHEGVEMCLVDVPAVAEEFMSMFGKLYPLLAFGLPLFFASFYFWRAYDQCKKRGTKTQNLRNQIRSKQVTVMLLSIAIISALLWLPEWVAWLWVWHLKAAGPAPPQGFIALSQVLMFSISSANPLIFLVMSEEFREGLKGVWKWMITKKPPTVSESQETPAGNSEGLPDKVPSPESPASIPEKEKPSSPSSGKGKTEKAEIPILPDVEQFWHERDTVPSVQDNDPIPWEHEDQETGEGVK
Starred values were filed as active, the others as inactive.

SMILES | MITF primary | TEAD-YAP inh | FBW7 act | GPR151 activ
COC(=O)c1ccc(Cn2cnc3c(cnn3-c3ccc(Cl)cc3)c2=O)o1 | -4.3 | -1.6 | -0.3 | 0.4
COc1ccc(S(=O)(=O)N(C)CC(=O)Nc2ccccc2F)cc1Cl | 6.7 | -2.2 | -0.1 | 3.2
COc1ccc(N2CC(C(=O)Nc3cc(C)on3)CC2=O)cc1 (centres undefined) | 5.8 | -12.7 | -0.1 | 1.2
CCC(Sc1nc2ccsc2c(=O)n1NC(=O)COc1ccccc1Br)C(=O)NCCOC (centres undefined) | 20.5 | -2.0 | 0.2 | 0.7
CCC(C)(C)n1nnnc1C(c1ccc(OC)c(OC)c1)N1CCCCCC1 (centres undefined) | 0.7 | -5.7 | -0.1 | -1.1
Cc1nc2ccc(C(=O)Nc3ccc(F)cc3)cc2s1 | 6.8 | -61.1 | -0.1 | -3.4
CC(C)NC(=O)/C(C#N)=C/c1ccccc1OC(C)C | 2.8 | 8.3 | 0.1 | 1.7
CCC(=O)N[C@@H]1c2ccccc2C2(CCN(Cc3ccc(CO)o3)CC2)[C@H]1OC | 2.5 | -10.4 | 0.5 | 1.5
CC(C)[C@@H](Cn1nnc2ccccc21)NC(=O)c1ccco1 | 0.8 | 11.1 | 0.1 | 0.9
CC(C)N1CCC(N2CCN(Cc3ccc(-c4ccc(Cl)cc4)o3)CC2CCO)CC1 (centres undefined) | 4.8 | -1.2 | 0.0 | 6.6*
NS(=O)(=O)c1ccc(CNC(=O)c2ccc(Cl)cc2)cc1 | 0.8 | 11.1 | 0.0 | -1.9
CCOC(=O)N1CCN(S(=O)(=O)c2ccc(C(=O)Nc3ccccc3Oc3ccccc3)cc2)CC1 | 18.7 | -2.9 | 0.2 | -0.1
O=[N+]([O-])c1cccc(C2=Nn3c(nnc3-c3ccccc3O)SC2)c1 | 13.2 | 16.1 | 1.4 | 1.0
CCOc1cc(/C=C2/C(=N)N3N=C(c4ccc(C)cc4)SC3=NC2=O)ccc1OCCOc1ccccc1OC | 4.2 | -8.4 | -0.1 | 1.0
O=C(CN1c2cccc3cccc(c23)S1(=O)=O)Nc1cccc2ccccc12 | -6.3 | -9.1 | 0.2 | -1.0
Cc1ccc(N/C=C2/CCCCC2=O)cc1C | 12.0 | -63.0 | -0.1 | -0.5
Cc1ccc2c(NC(=O)CSC3CCCC3)cccc2n1 | 2.4 | -17.5 | 0.1 | 0.7
COC(=O)c1ccc(-c2ccc(/C=C3/C(=O)N(c4ccc(C)c(Cl)c4)N=C3C)o2)cc1 | -2.7 | -12.0 | -0.2 | 0.2
CCOC(=O)C1C(=O)C=C(c2ccc(OC)cc2)CC1c1cccc(OC)c1OC (centres undefined) | 5.0 | -1.0 | 0.3 | -0.6
Cc1oc(-c2cccs2)nc1CSCC(=O)NCc1cccnc1 | 9.3 | 0.9 | -0.1 | 0.3
CC(=O)c1c(C)[nH]c(C(=O)N2CCc3ccccc32)c1C | 7.8 | 9.2 | 0.1 | 1.6
CCOc1ccc(N(CC(=O)Nc2ccc(F)c(Cl)c2)S(=O)(=O)c2ccc(SC)cc2)cc1 | 3.2 | 2.3 | 1.2 | -0.2
COC(=O)c1ccc(Oc2nc(NC(C)(C)C)nc(N3CCOCC3)n2)cc1 | -11.4 | -10.9 | 0.0 | 0.1
COc1cc(OC)cc(C(=O)NNC(=O)CCc2ccccc2)c1 | 7.0 | 8.4 | -0.1 | 1.9
O=[N+]([O-])c1ccc(C(O)CN2CCN(Cc3ccccc3)CC2)cc1 (centres undefined) | -0.1 | -1.7 | -0.1 | 0.4
COc1ccc(Cl)cc1C(=O)NC(=S)Nc1ccccc1C(N)=O | -7.2 | -15.1 | -0.4 | 1.9
CC(C)CN1CCN(Cc2cccc3cnccc23)CC1CCO (centres undefined) | -0.5 | -0.7 | 0.0 | -0.1
COC(=O)c1c(C)[nH]c(C(=O)C(C)OC(=O)c2ccc(F)cc2)c1C (centres undefined) | -1.5 | 0.3 | 0.1 | 1.6
COC(=O)c1cccnc1NC(=S)NC(C)C | 11.7 | 0.5 | 0.1 | 1.3
COc1ccc(OC)c(NC(=O)COC(=O)[C@@H](NC(=O)c2ccc(F)cc2)C(C)C)c1 | -9.3 | 5.1 | 0.0 | -0.1
Cc1cc(OCC(=O)Oc2ccc3c4c(c(=O)oc3c2)CCC4)cc(C)c1Cl | -2.9 | 0.6 | -0.1 | -0.1
C=CCC1S/C(=N\N=C/c2ccc(N(C)C)cc2)NC1=O (centres undefined) | -2.3 | -12.0 | 0.0 | -0.2
C[C@H](Cn1nnc2ccccc21)NC(=O)c1ccc(=O)[nH]n1 | -12.2 | -2.2 | -0.1 | -0.3
Cc1cc2c(cc3c(=O)n(CC(=O)N4CCCCC4)ncn32)s1 | -0.9 | 5.2 | 0.0 | 0.8
Cc1ccc(N2C(=O)CC(N3CCSCC3)C2=O)cc1 (centres undefined) | 7.1 | 0.7 | 0.0 | 0.5
Cn1c(CCNC(=O)C2CC23CCN(C(=O)COc2ccccc2)CC3)nc2ccccc21 (centres undefined) | -6.8 | -5.3 | -0.1 | 1.6
Cc1ccc(-n2c(-c3ccc4[nH]c(C)c(C)c4c3)n[nH]c2=S)cc1 | 8.4 | -27.0 | -0.2 | 5.5*
CN1CCN(c2ccc(C(=O)c3ccc(F)cc3)cc2)CC1 | -1.1 | -51.1 | 0.0 | -0.1
O=S(=O)(NCCOC12CC3CC(CC(C3)C1)C2)c1cccc2nsnc12 | 8.7 | -0.8 | 0.1 | 0.1
COC(=O)c1ccc(SCC(=O)NC2CCCC(C)C2C)c([N+](=O)[O-])c1 (centres undefined) | 16.8 | -7.2 | 0.3 | 1.0
CCCCN(CC)C(=O)CSc1nc2ccccc2c(=O)n1CCCOCC | -6.4 | -6.2 | 0.0 | -0.9
Cc1c(C(=O)NCC2CCCO2)sc2ncn(CC(=O)N3CCCCC3C)c(=O)c12 (centres undefined) | -3.3 | -5.5 | 0.0 | -0.6
O=C1CCCN1CCn1cnc2c(Nc3ccccc3)nc(-c3ccc(N4CCOCC4)nc3)nc21 | -7.3 | -3.3 | -0.1 | -0.1
O=C(c1ccc(CN2CCOCC2)cc1)N1CCOCC1 | -6.8 | 3.1 | 0.1 | -0.7
CCCC1CC(C)(c2csc(Nc3ccc(C)cc3)n2)OC1=O (centres undefined) | 11.1 | -8.2 | -0.2 | 0.9
CSCC(C)N1CCC(n2nccc2NC(=O)Nc2cccc(F)c2)CC1 (centres undefined) | 10.8 | -7.6 | 0.4 | -1.1
C=CCC1N(c2ccccc2)C(=O)C2C(C(=O)OCC)C3C=CC21O3 (centres undefined) | -7.5 | -13.9 | -0.2 | -1.3
CCCc1nc(-c2ccc(Cl)cc2)no1 | -3.8 | -6.5 | -0.1 | -1.0

Two entries drawn at random from the list so far:
SMILES | MITF primary | TEAD-YAP inh | FBW7 act | GPR151 activ
COC(=O)c1ccc(Cn2cnc3c(cnn3-c3ccc(Cl)cc3)c2=O)o1 | -4.3 | -1.6 | -0.3 | 0.4
CC(C)N1CCC(N2CCN(Cc3ccc(-c4ccc(Cl)cc4)o3)CC2CCO)CC1 (centres undefined) | 4.8 | -1.2 | 0.0 | 6.6*

Molecules from the list above that contain fluorine, in the order listed:
SMILES | MITF primary | TEAD-YAP inh | FBW7 act | GPR151 activ
COc1ccc(S(=O)(=O)N(C)CC(=O)Nc2ccccc2F)cc1Cl | 6.7 | -2.2 | -0.1 | 3.2
Cc1nc2ccc(C(=O)Nc3ccc(F)cc3)cc2s1 | 6.8 | -61.1 | -0.1 | -3.4
CCOc1ccc(N(CC(=O)Nc2ccc(F)c(Cl)c2)S(=O)(=O)c2ccc(SC)cc2)cc1 | 3.2 | 2.3 | 1.2 | -0.2
COC(=O)c1c(C)[nH]c(C(=O)C(C)OC(=O)c2ccc(F)cc2)c1C (centres undefined) | -1.5 | 0.3 | 0.1 | 1.6
COc1ccc(OC)c(NC(=O)COC(=O)[C@@H](NC(=O)c2ccc(F)cc2)C(C)C)c1 | -9.3 | 5.1 | 0.0 | -0.1
CN1CCN(c2ccc(C(=O)c3ccc(F)cc3)cc2)CC1 | -1.1 | -51.1 | 0.0 | -0.1
CSCC(C)N1CCC(n2nccc2NC(=O)Nc2cccc(F)c2)CC1 (centres undefined) | 10.8 | -7.6 | 0.4 | -1.1

Next compounds follow:
SMILES | MITF primary | TEAD-YAP inh | FBW7 act | GPR151 activ
COCCN1C(=O)c2ccc(C(=O)Nc3nccs3)cc2C1=O | -6.9 | 4.1 | 0.0 | 0.5
N#Cc1ccccc1OCCn1cncn1 | -5.9 | -1.8 | 0.0 | -0.8
CCOc1cc(/C=C2\SC(=S)NC2=O)cc(Br)c1OC | 11.7 | -5.9 | -0.1 | -1.0
CCOC(=O)COc1ccc(S(=O)(=O)Nc2ccc(OC)cc2OC)cc1 | 7.8 | 6.7 | 0.9 | -1.0
O=S(=O)(c1ccc(Cl)nc1)N1CCC(Cc2ccccc2)CC1 | 7.2 | 2.7 | -0.1 | -0.9
Nc1ccc(N=Cc2ccc([N+](=O)[O-])cc2)cc1Br | -2.4 | -5.0 | -0.3 | 0.8
CCOC(=O)C1=C(C)N=c2s/c(=C\c3cc(OC)ccc3OC)c(=O)n2C1c1ccc(SC)cc1 (centres undefined) | 1.6 | 6.2 | 0.5 | 0.0
CN1c2ccc([N+](=O)[O-])cc2N(C)C1(C)c1ccccc1 (centres undefined) | 28.7 | 5.1 | -1.3 | 0.1
O=C(NCc1cccs1)C1CC12CCN(Cc1ccc3c(c1)CCO3)CC2 (centres undefined) | -9.3 | -3.6 | 0.0 | 0.3
O=C(NC1CC1)c1ccc(-c2nc(NCCO)c3ncn(C4CCCCC4)c3n2)cc1 | 19.2 | 10.7 | 0.0 | 1.3
CC1CC(Nc2ncnc3c2c(-c2ccccc2)cn3-c2cccc(Cl)c2)CC(C)(C)C1 (centres undefined) | -8.2 | 3.0 | -0.1 | -1.9
CCC(C)(C)C1CCC2(CC1)Nc1ccccc1C(=O)N2c1ccccc1 (centres undefined) | 3.0 | -13.3 | -0.1 | -1.3
CCCN(CCO)Cc1cccc2ccccc12 | -4.2 | -3.0 | -0.2 | 1.5
CS(=O)(=O)c1ccc(N2CCN(S(=O)(=O)c3cccs3)CC2)cc1 | 8.2 | 5.3 | 0.0 | 1.6
N#CCSc1nnc(-c2ccncc2)n1Cc1ccccc1 | 7.6 | -1.4 | 0.1 | -0.3
CCCCn1c(CNC(=O)c2ccco2)nnc1SCC(=O)Nc1sc2c(c1C(=O)OCC)CCCC2 | -1.2 | 0.8 | -0.1 | 1.5
O=C(NCCSCc1ccccc1)c1cc(S(=O)(=O)N2CCOCC2)ccc1F | -5.2 | 1.8 | -0.1 | -0.6
O=C(Nc1ccccc1Cl)c1ccc(F)c(S(=O)(=O)N2CCC3(CC2)OCCO3)c1 | 0.9 | 3.9 | 0.0 | 0.4
COc1ccc(NC(=O)c2ccccc2NC(=O)c2ccc(C)cc2)cc1 | -5.5 | -16.1 | 0.4 | -0.6
COc1ccc(C(C)(C)C)cc1NC(=O)C1CC=CCC1C(=O)O (centres undefined) | 16.1 | -1.1 | 0.1 | -0.8
C[C@@H](O)[C@@H]1NC(=O)[C@H]2CN(Cc3cn(C)nc3-c3ccccc3)CCN2C1=O | 14.0 | -7.7 | 0.1 | -1.2
CC(=O)C1=C(C)OC(N)=C(C#N)C12C(=O)N(C)C1=C2CC=CC1 (centres undefined) | 2.7 | -9.2 | -0.1 | 1.6
CCOC(=O)N1CCN(C(=O)Cc2ccc(C)cc2)CC1 | 1.5 | 6.0 | 0.2 | -0.3
CCOc1ccc2[nH]c(=O)c(CN(CCCO)C(=O)c3cccc(C)c3)cc2c1 | 3.2 | 5.5 | 0.1 | 0.0
CCCC(=O)N1CCN(S(=O)(=O)c2ccc(Br)cc2)CC1 | 5.7 | -4.3 | -0.1 | 1.1
CC(O)CNc1cc(Cl)ccc1[N+](=O)[O-] (centres undefined) | 18.7 | 7.8 | 0.4 | -1.1
Cc1ncc(CO)c(CNc2cccc(F)c2)c1O | 0.8 | 3.6 | 0.0 | -0.6
CC1(C)C(=O)NCCN1C(=O)CSc1nccc(-c2ccc(Br)cc2)n1 | -3.0 | -8.6 | 0.0 | 0.0
O=C(Nc1ccnn1C1CCN(Cc2ccn[nH]2)CC1)c1ccc2c(c1)OCO2 | 6.7 | -1.2 | -0.1 | 0.0
Cc1ccc(Cc2nc3sc4c(c3c(=O)n2N)CC(C)(C)OC4)cc1 | 16.6 | -7.0 | 0.0 | -2.1
CC(C)(C)C1CCC(=NNC(=O)c2cccc(S(=O)(=O)N3CCCCC3)c2)CC1 (centres undefined) | 9.7 | 0.7 | 0.1 | -0.1
Cc1cc2nn(-c3ccc(Cl)cc3)nc2cc1NC(=O)c1ccc(F)cc1 | -0.5 | 7.2 | 0.2 | -1.3
CCCCCCCCNc1nc(Cl)nc(NCCO)n1 | 16.8 | 13.9 | 0.3 | 0.7
O=C(NCC1(c2cccs2)CCOCC1)C1CC1 | 6.4 | -8.2 | 0.1 | 1.7
O=C(CNC(=O)c1ccccn1)N/N=C/c1ccccc1[N+](=O)[O-] | 10.3 | -9.7 | 0.1 | 0.1
O=C(O)CCNc1ccccc1[N+](=O)[O-] | 4.5 | 5.8 | -0.1 | 0.3
